Screening results from PubChem.
CDK5 p35 inh: blocks human CDK5/p35 kinase activity; AID 488839; inhibition, % at 10 µM; actives 0.01% (n = 330,000); Recombinant CDK5/p35, ADP-Glo luminescence, 60 min;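 active = highest replicate inhibition of at least 50% and at least 75% of replicates reaching 50%; inconclusive = only one of the two criteria met; inactive = both criteria failed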;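 note: plate controls were DMSO neutral control for no effect and GW8510 at 10 µM for full effect; many of its hits are not listed in these tables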
Target sequence (Q00535 whole entry, looked up): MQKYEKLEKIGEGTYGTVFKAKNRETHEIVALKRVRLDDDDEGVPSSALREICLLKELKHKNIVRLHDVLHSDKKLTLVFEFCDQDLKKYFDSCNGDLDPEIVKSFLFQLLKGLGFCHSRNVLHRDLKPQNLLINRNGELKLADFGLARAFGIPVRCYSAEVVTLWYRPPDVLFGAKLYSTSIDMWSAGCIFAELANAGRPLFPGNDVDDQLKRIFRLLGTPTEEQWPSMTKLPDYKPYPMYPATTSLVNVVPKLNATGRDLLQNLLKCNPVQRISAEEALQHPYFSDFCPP
Target sequence (Q15078 whole entry, looked up): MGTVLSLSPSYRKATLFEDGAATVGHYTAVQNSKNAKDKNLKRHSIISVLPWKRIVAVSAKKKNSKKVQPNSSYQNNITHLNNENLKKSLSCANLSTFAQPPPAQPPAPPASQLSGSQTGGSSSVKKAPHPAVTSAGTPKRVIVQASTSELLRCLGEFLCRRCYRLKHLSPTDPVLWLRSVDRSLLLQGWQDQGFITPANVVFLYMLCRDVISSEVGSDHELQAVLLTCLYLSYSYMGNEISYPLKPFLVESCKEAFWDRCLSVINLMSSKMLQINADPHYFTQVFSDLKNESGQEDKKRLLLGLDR
RTF Ca sens act: cardiac RTF calcium sensitization | IANBD-labeled TnC RTF fluorescence at EC20 calcium; 0% EC20 calcium, 100% full calcium | activation, % at 7.2 µM | AID 493008 | actives 0.24% (n = 340,000) | P19429+P45379;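 active = activation above the mean over all tested compounds plus 3 SD, cut at about 30% in these data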;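 note: rise in fluorescence read as greater calcium sensitivity of cardiac thin filaments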
Wnt act: activators of Wnt/beta-catenin signaling. Wnt/beta-catenin reporter cell assay, activator, plate reader. activation, % at 9.35 µM. actives 1.2% (n = 300,000). AID 743398; in the data active = activation above about 30%, passing the limit was not always enough; inconclusive = no clear call, values can overlap the other calls;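 note: 0% = neutral control wells and 100% = positive control wells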
CAL PDZ FP-1: blocks peptide binding to the human CAL PDZ domain | inhibition, % at 24.9 µM | AID 602252 | purified CAL PDZ, TMR-peptide fluorescence polarization, 1 h | actives 0.92% (n = 300,000);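 active = mean inhibition of at least 30% with at least half of replicates also reaching 30%; inconclusive = no clear call, values can overlap the other calls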;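 note: 0% = DMSO neutral control and 100% = excess unlabeled competitor peptide PRC23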
dFosB activator: enhances mouse delta FosB homodimer DNA binding; activation, % at 25 µM; purified delta FosB, TAMRA-CDK5 oligo fluorescence polarization; percent of positive-control signal above neutral wells; AID 493131; P13346; actives 0.99% (n = 340,000);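 active = mean activation above about 17%, with every replicate also reaching it, limit read from the data, passing the limit was not always enough; inconclusive = only one of the two conditions met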;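 note: fluorescence polarization rise as delta FosB binds a TAMRA Cdk5 AP-1 oligo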
Rtt109 Vps75: blocks Candida albicans Rtt109/Vps75 acetyltransferase activity; inhibition, % at 34.9 µM; purified Rtt109/Vps75, ThioGlo CoA-SH fluorescence, 4 h; Q5AAJ8; AID 540336; actives 0.16% (n = 330,000);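 active = inhibition of at least 50% in every replicate; inconclusive = best replicate reaches 50% inhibition but some replicates fall short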
Target sequence (Q5AAJ8 whole entry, looked up): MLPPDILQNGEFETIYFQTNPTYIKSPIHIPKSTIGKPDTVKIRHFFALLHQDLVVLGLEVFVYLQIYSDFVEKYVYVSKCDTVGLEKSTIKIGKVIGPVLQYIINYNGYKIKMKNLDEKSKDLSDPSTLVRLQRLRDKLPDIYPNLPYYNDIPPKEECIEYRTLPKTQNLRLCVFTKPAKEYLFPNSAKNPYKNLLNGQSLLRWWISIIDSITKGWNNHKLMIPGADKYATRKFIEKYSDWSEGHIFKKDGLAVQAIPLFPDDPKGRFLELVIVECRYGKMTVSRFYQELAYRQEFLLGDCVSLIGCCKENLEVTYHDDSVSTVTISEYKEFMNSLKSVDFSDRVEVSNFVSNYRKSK
CAL PDZ FP-2: human CAL PDZ-peptide interaction inhibition; purified CAL PDZ, TMR-peptide fluorescence polarization, 1 h; inhibition, % at 20 µM; actives 0.02% (n = 330,000); AID 504414;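 active = highest replicate inhibition of at least 40%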;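 note: plate controls were DMSO neutral control wells for no effect and unlabeled competitor peptide control wells for full effect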
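Material: tagged CAL PDZ protein CerCALP, purified; buffer or medium: sodium phosphate/NaCl buffer pH 7.4 with TCEP, IgG, Thesit; also added: fluorescent TMR peptide probe; schedule: 1 h incubation at room temperature before polarization reading; technique: fluorescence polarization from S- and P-plane intensities, G-factor corrected; control set: unlabelled peptide and DMSO controls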
Tat export inh: blocks Tat-dependent protein export in E. coli; E. coli MC4100 TorA-mCherry Tat export, fluorescence; inhibition, % at 10 µM; actives 0.036% (n = 340,000);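 active = mean replicate inhibition at least 50% and at least half of replicates individually reaching 50%; inconclusive = only one of the two criteria met; inactive = neither criterion met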;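 note: exported cargo escapes ClpAP degradation while cytoplasmic cargo is degraded and loses fluorescence; 0% = median of neutral control wells and 100% = median of NaSCN control wells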
MITF act: activators of MITF-driven TRPM1 promoter activity in SK-MEL-5 cells; SK-MEL-5 TRPM1-promoter luciferase, 24 h; % of positive control, neutral wells = 0; activation, % at 12.5 µM; actives 0.75% (n = 300,000); AID 588334;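 active = mean activation of at least 80% with every replicate also reaching 80%; inconclusive = mean reaches 80% but some replicate falls short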;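 note: 0% = neutral control wells and 100% = parthenolide positive control wells; values of inactives mirror those of a sister screen read the other way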
V-ATPase pHluor: alters yeast V-ATPase proton transport; response, % at 10 µM; S. cerevisiae, pHLuorin cytosolic pH fluorescence; actives 0.37% (n = 350,000); in the data active = response mostly above about 7.3%, no sharp cut-off; inactive = mostly below about 5.4%; note: actives read high; inactives centre near 0; some compounds called inactive have numbers as strong as hits
Numbers without * were called inactive; ? = inconclusive; . = not tested or not shown.

Molecule	CDK5 p35 inh	RTF Ca sens act	Wnt act	CAL PDZ FP-1	dFosB activator	Rtt109 Vps75	CAL PDZ FP-2	Tat export inh	MITF act	V-ATPase pHluor
CC(C)C[C@H](NP(=O)(O)O[C@@H]1O[C@@H](C)[C@H](O)[C@@H](O)[C@H]1O)C(=O)N[C@@H](Cc1c[nH]c2ccccc12)C(=O)O	-0.4	-1	-4	-1	4	0	-0.4	-1	8	0
Oc1ccc(Cl)cc1CN1CCN(Cc2ccccc2)CC1	2.9	-8	-2	3	-5	4	-2.0	-2	-3	4
CC(C)(C#CC(=O)O)OOC(c1ccccc1)(c1ccccc1)c1ccccc1	-0.2	-1	0	0	-10	-6	0.7	1	-7	2
CC(C)c1ccc(O)c(CN2CCN(c3ccccc3)CC2)c1	-0.7	-2	2	-6	-4	-9	-1.3	6	-1	0
C[C@]12CC[C@@H](O)C[C@H]1CC[C@@H]1[C@@H]2CC[C@]2(C)C(=O)CC[C@@H]12	-1.2	2	-2	-3	-5	-3	-1.0	1	-3	-3
CC1CCN(CC(=O)c2cccc(C(F)(F)F)c2)CC1	0.9	5	1	-4	-3	-2	-1.9	-5	-4	1
CCC(=O)Nc1ccc(N2CCN(CC)CC2)c(Cl)c1	1.2	13	.	-1	-2	-5	-1.2	-11	9	.
COc1cccc(NP2(=O)OCC(C)([N+](=O)[O-])CO2)c1 (centres undefined)	2.2	-6	-3	-17	1	-13	-1.3	8	2	1
Cc1nc2ccccc2c(=O)n1-c1ccc(-c2ccccc2)cc1	0.0	6	-2	-1	-9	5	-2.8	6	6	2
C[C@]12CCC3C(CC[C@H]4C[C@H](O)CC[C@]34C)C1CCC2=O (some centres undefined)	0.5	-1	-4	-5	-1	0	-1.0	-2	-2	-2
COc1ccc(-n2c(C)cc(C(=O)C[N+]34CCN(CC3)CC4)c2C)cc1	2.4	1	-1	-2	-16	-8	0.5	-6	-3	1
CCN(CC)c1ccc(CC2C(=O)N(C)C(=O)N(C)C2=O)cc1	0.4	7	.	-9	3	0	-2.3	-10	-7	3
O=C(O)C12C3CCCC1C32c1ccccc1 (centres undefined)	-0.6	-4	.	0	-1	.	-2.3	1	.	10
CCC(C)C1NC(=O)C2CCCN2C(=O)C(CC(C)C)OC(=O)CCNC(=O)C(C)N(C)C(=O)C(C(C)C)N(C)C1=O (centres undefined)	-1.2	0	-8	1	1	2	-0.2	0	.	-1
CC(C)CCNC(=O)c1c(N)n(CC2CCCO2)c2nc3ccccc3nc12 (centres undefined)	-1.9	-3	-11	4	-12	-2	0.9	?	.	3
O=C1CC(c2ccccc2)CN1 (centres undefined)	-7.4	5	0	.	7	-1	-0.3	-8	.	8
CCn1c(O)c(C=Nc2ccc(S(N)(=O)=O)cc2)c(=O)[nH]c1=S	-2.7	2	1	2	20*	-11	-1.3	-11	0	8
CCOC(=O)C1=C(N)Oc2cc(C)oc(=O)c2C12C(=O)N1c3c(cccc32)C(C)CC1(C)C (centres undefined)	-2.2	9	-2	.	-11	7	-1.1	8	3	-5
Cc1cc(/C=C2\C(=O)NC(=S)N(C)C2=O)c(C)n1C1CCCCC1	-0.2	1	-3	-3	6	0	-0.2	4	2	0
CSc1nc(C)c(Br)c(N2CC2)n1	0.0	-4	-2	-1	-2	0	0.5	1	13	-3
CC(=NCCCn1ccnc1)c1c(O)n(C)c(=O)n(C)c1=O	1.1	-1	.	.	-4	-9	-2.4	-4	-13	-5
N#Cc1ccc(C(=O)N2Cc3cnnn3-c3ccccc3C2C#N)cc1 (centres undefined)	0.2	-13	-2	-5	-3	16	1.3	3	4	-1
Fc1ccc(CNCCc2ccc3c(c2)OCO3)cc1	0.4	-1	2	-5	2	-2	-1.7	10	.	3
CC1CC(C)(O)CC(C(O)CC2CC(=O)NC(=O)C2)C1=O (centres undefined)	-0.6	-7	-6	3	2	3	0.2	0	.	-3
Cc1ccc(/C=C2\C(=O)NC(=S)N(c3ccccc3F)C2=O)s1	-2.2	-4	-11	-2	7	10	0.1	-36	-90	5
CC(NC(=O)Cc1cccc2ccccc12)C(=O)N1CCC(=O)CC1 (centres undefined)	-1.9	1	0	47*	4	-4	-0.3	12	-6	1
CC(C)(C)c1ccc(O)c(N=Cc2c(O)ccc3ccccc23)c1	-0.3	10	0	-5	-13	-1	-14	1	-52	0
Cc1ccc2c(c1)C(c1ccccc1)NCC(=O)N2 (centres undefined)	1.3	2	-1	-4	4	-2	-1.1	-4	-7	0
COP(=O)(OC)C(Nc1ccccn1)c1ccccc1 (centres undefined)	1.3	-4	-1	-3	4	10	-0.8	0	11	0
CCCCn1c(=O)c(C(=O)Nc2ccsc2C(=O)OC)c(O)c2ccccc21	1.4	-2	-4	-3	4	-5	-1.1	2	-11	5
COc1ccc(C(=O)C2CCCN(C3CSCCSC3)C2)c(OC)c1 (centres undefined)	-0.5	4	-2	-2	-3	3	0.1	-3	-4	-2
Cc1ccc2cccc(OC(=O)N3CCCC3)c2n1	-2.1	-2	.	.	4	-17	-0.3	6	3	0
O=c1c2ccccc2nc(-c2ccc(Cl)cc2Cl)n1-c1nccs1	-0.7	5	-6	-3	-3	-10	-1.6	-13	-8	1
c1cncc(CNCCN2CCNCC2)c1	-1.1	-7	3	1	-2	8	0.5	3	-6	-1
CC[N+]12CCC(CC1)C(C(O)(c1ccccc1)c1ccccc1)C2 (centres undefined)	0.5	1	0	28	0	-6	-1.6	-4	-3	1
C=CCNC(=O)c1c(N)n(Cc2ccco2)c2nc3ccccc3nc12	4.3	5	-5	0	-8	-171	-2.5	1	-22	3
Cc1ccsc1C(=O)C1CCCN(Cc2c(C)nn(C(C)C)c2C)C1 (centres undefined)	-2.5	12	-3	-2	-10	-2	-0.5	-2	2	1
O=[N+]([O-])c1ccc(NCCO)c2ncccc12	1.5	-8	.	-5	-3	0	0.0	-1	6	-1
N#CCCn1cc(C(=O)Nc2ccc([N+](=O)[O-])cc2)c(-c2ccc3c(c2)OCCO3)n1	-0.8	4	-4	0	-5	11	-2.7	-2	19	-1
CCCc1c(C)nc(SCC(=O)C(C)(C)C)nc1OC(=O)N(C)C	0.7	-2	-2	.	-1	3	-1.0	-8	-12	0
CC12CN3CC(C)(CN(C1)C3c1cccs1)C2=O (centres undefined)	0.2	0	-1	-6	0	6	-2.1	-1	-1	-1
O=C1NC(=S)NC(=O)C1Cc1ccccc1	1.2	-6	3	-5	1	-4	-0.5	16	6	1
N#Cc1ccc(/C=C/C(=O)O)cc1	-1.6	0	0	-3	3	23	-1.9	1	5	3
CN1CCCN(C(=O)COc2ccccc2)CC1	1.0	1	3	-1	-3	7	-0.7	3	1	-2
Cc1cccc(-n2c(O)c(C=NCCCN3CCOCC3)c(=O)[nH]c2=O)c1C	0.9	-2	-1	-1	10	-3	.	-15	-6	4
CCOC(=O)C1=C(N)Oc2ccccc2C12C(=O)N(CC(=O)OC)C(CC(=O)OC)=C2C(=O)OC (centres undefined)	-0.8	-5	.	0	0	-2	.	-2	-4	2
COc1cc(C2c3cc4c(c(O)c3CC3COC(=O)C32)OCO4)cc(OC)c1OC (centres undefined)	-0.7	-6	-20	-2	-1	0	-0.9	-1	.	-4
CN1CCN(CCC(C#N)(c2ccccc2)c2ccccc2)CC1	1.2	6	-2	-1	2	-5	-1.7	9	9	2
CC/C(CC(c1ccccc1)c1c(O)c2ccccc2oc1=O)=N\NC(N)=S (centres undefined)	-0.4	3	.	65*	0	19	-0.8	4	9	1
O=c1[nH]c(=O)n(Cc2ccc(F)cc2)c(O)c1C=NCCCO	2.4	4	-2	3	7	-1	-1.0	8	.	-3
COc1cccc(/C=C2\N=C(c3cncc(Br)c3)OC2=O)c1	0.6	-8	0	-8	1	-14	-1.8	-2	6	3
O=C1C2CCCN2C(c2cccnc2)N1c1cccc(Cl)c1 (centres undefined)	-0.9	3	-2	.	0	1	-1.2	0	-1	0
c1ccc(C(CN2CCCCC2)c2ccccc2)cc1	-1.6	-1	-2	-1	1	-13	-0.3	-10	12	-3
CCc1ccc(N2C(=O)NC(=O)/C(=C\c3cc(C)n(-c4cc(C(=O)O)cc(C(=O)O)c4)c3C)C2=O)cc1	-2.9	-2	12	5	-8	7	-1.5	-8	3	-3
CCOP(=S)(OCC)Oc1cc(C)oc(=O)c1Cl	0.4	-6	0	-6	5	-2	1.0	0	7	-1
Cc1cc(N2CCOCC2)ccc1/C=C1\C(=O)NC(=O)N(c2ccccc2)C1=O	-0.1	0	-4	-2	2	2	-1.3	1	-3	-1

Other records follow:
Molecule	CDK5 p35 inh	RTF Ca sens act	Wnt act	CAL PDZ FP-1	dFosB activator	Rtt109 Vps75	CAL PDZ FP-2	Tat export inh	MITF act	V-ATPase pHluor
N#Cc1ccc(NC(=O)CCNC(=O)c2ccco2)cc1Cl	1.3	7	-3	-7	2	-5	-1.9	20	1	.
CC(=O)Nc1ccc(OCCF)cc1	-0.5	5	-4	5	-7	-22	0.0	1	8	-1
O=C(CNC(=O)c1ccc(Cl)cc1)Nc1ccc(Br)cc1C(=O)c1ccccc1	-0.3	-11	-4	-3	-6	.	-2.7	14	2	0
COc1ccc(Cn2c(O)c(/C=N/NC(=O)c3ccncc3)c(=O)[nH]c2=O)cc1	0.3	1	1	2	-4	9	1.3	-5	.	-1
CC(=O)c1cc(C(C)=O)c(C)[n+](C)c1C	-1.3	-14	0	-2	3	2	-0.7	2	.	-3
O=C(C1CCC(=O)N1C1CCCC1)N1CCC2(CC1)OCCO2 (centres undefined)	-0.6	-5	.	1	10	-28	-0.4	-3	-2	-4
COc1cc(C)cc2oc(=O)c(CC(=O)N3C[C@H]4C[C@@H](C3)c3cccc(=O)n3C4)c(C)c12	-3.2	3	-2	-1	-2	-3	-1.3	-2	-1	1
O=c1[nH]c(O)c(N=Nc2ccc(SC(F)F)cc2)c(=O)[nH]1	1.4	-1	25	4	7	1	0.4	3	32	-2
OCC1(CO)COC(c2cccnc2)N1 (centres undefined)	-0.6	1	.	-2	4	.	-2.6	-10	.	1
COc1ccc(CN2C(=O)NC(=O)/C(=C/c3ccc([N+](=O)[O-])s3)C2=O)cc1	-7.0	-5	-1	-1	-3	28	-0.5	10	.	133*
CCNC(=S)N(C)CCc1cc2c(c(OC)c1C=C1C(=O)N(C)C(=O)N(C)C1=O)OCO2	0.4	.	-2	.	2	16	-0.3	-4	.	-1
COc1ccc2[nH]cc(CCNCc3cccnc3)c2c1	0.3	2	1	-8	-2	-9	-5.8	3	-6	0

Only part of the results is shown; the hit share may differ from the screen's.
